Screening data (PubChem BioAssay)
Nrf2 inh: Nrf2 qHTS screen for inhibitors; A549 ARE-Fluc reporter, luciferase luminescence, 18-24 h; Potency, µM (doses to about 46 µM), inactives show top-dose activity change, negative = inhibition, usual class: inhibitors; 2.1% of 360,000 active; also: potency is read from the fitted curve at half-maximal effect; % is scaled to controls: 0 for no effect and ±100 for the full control effect; nearly all actives have a fitted effect of over 60% in size
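In this cell-based qHTS, ARE-driven firefly luciferase in A549 cells reports Nrf2 activity; the luminescent signal after BugLite lysis is the measured value, with a prior CellTiter-Fluor read for cell health.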
IL-2 act: qHTS of IL-2 Activators. IL-2 activation reporter assay, cell-based qHTS; stimulated with anti-CD3/CD4/CD28 beads; in transgenic mouse T cells. activation, % (series mostly up to about 46 µM). 0.065% of 360,000 active; in the data active = activation above about 50%; inconclusive = mostly about 30% to 49%; also: 0% is about no effect
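Unstimulated transgenic mouse T cells preincubated 60 min with compound, then stimulated with anti-CD3/anti-CD4-coated beads plus anti-CD28 for 18 h at 37 degrees C. IL-2 response read as EGFP and DsRed fluorescence by plate cytometry.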
EPAC2 agonist: qHTS for Agonist of cAMP-regulated guanine nucleotide exchange factor 4 (EPAC2): primary screen; AID 720711, 2013; 0.079% of 360,000 active; EPAC2 activation, biochemical qHTS; response scale: 100% = 6.5 mM cAMP response; Potency, µM (series often up to 154 µM), without a hit: top-dose activation, usual class: activators; also: potency is read from the fitted curve at half-maximal effect; nearly all actives have a fitted effect of over 50% in size
Target sequence (Q8WZA2 whole entry, looked up): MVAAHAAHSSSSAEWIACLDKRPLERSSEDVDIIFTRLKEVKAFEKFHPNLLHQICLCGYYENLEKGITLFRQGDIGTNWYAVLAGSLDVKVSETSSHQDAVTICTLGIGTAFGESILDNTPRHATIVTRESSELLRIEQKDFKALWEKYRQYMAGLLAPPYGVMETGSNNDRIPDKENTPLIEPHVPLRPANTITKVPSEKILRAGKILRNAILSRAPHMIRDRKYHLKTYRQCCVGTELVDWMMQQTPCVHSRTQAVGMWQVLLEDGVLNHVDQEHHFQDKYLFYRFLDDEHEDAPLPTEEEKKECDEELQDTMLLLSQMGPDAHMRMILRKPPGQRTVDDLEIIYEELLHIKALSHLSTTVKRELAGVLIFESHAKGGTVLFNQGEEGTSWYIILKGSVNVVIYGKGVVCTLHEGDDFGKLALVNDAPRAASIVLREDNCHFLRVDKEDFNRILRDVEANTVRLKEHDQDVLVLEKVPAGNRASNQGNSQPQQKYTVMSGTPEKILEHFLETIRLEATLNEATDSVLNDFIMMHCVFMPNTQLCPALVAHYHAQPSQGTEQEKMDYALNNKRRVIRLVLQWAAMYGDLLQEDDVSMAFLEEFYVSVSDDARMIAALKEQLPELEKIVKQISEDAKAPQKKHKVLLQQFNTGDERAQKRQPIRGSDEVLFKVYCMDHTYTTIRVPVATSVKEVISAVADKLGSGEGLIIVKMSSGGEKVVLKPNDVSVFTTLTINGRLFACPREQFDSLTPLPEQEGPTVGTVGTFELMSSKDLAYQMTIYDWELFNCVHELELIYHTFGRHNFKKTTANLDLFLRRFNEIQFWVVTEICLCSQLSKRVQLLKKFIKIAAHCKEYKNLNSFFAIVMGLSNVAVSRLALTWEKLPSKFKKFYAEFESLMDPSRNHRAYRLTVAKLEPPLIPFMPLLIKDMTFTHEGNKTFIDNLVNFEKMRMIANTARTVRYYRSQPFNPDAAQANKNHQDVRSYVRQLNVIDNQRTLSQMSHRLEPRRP
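Readout is BODIPY fluorescence (480 nm excitation, 540 nm emission), which falls as labeled GDP is exchanged off Rap1B. EPAC2 at 100 nM acted on 250 nM RAP1B-BODIPY-GDP with 50 uM GDP present.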
ATXN2 expr inh: Primary qHTS for Inhibitors of ATXN expression; HEK-293 ATXN2-luciferase reporter, luminescence, 24 h; Potency, µM (highest dose often 57 µM), for the others: at the highest dose activity change, negative = inhibition, usual class: inhibitors; AID 1745845, 2022; 0.72% of 360,000 active; also: potency is read from the fitted curve at half-maximal effect; % is scaled to controls: 0 for no effect and ±100 for the full control effect; nearly all actives have a fitted effect of over 55% in size
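qHTS (up to 57 uM final) was run with 24 h compound exposure of reporter cells at 37 °C. Each well was multiplexed: SteadyGlo luminescence measured ATXN2-luciferase expression after a fluorogenic Gly-Phe-AFC viability readout (25 uM final).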
HepG2 tox: qHTS for Inhibitors of TGF-b: Cytotox Counterscreen; HepG2 CAGA-GFP viability, ATP luminescence, 18 h; Potency, µM (series often up to 46.1 µM), for the others: at the top dose activity change, negative = cytotoxicity, most hits filed as cytotoxic; 0.76% of 410,000 active; also: potency is read from the fitted curve at half-maximal effect; some results filed as inactive show a strong effect at the top dose
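CellTiter-Glo luminescence gave cytotoxicity after 18 hours at 37 degrees C. The cells were HepG2 CAGA-GFP in 1% FBS DMEM, stimulated with 500 pg/mL TGF-beta after compound addition. %Activity was normalised to no-cell wells (complete cell-killing) and DMSO (no toxicity), and curves were fitted and classified.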
TGFb SMAD3 inh: qHTS for Inhibitors of TGF-b; Potency, µM (doses to about 46.1 µM), for inactives: top-dose activity, negative = inhibition, hits mostly inhibitors; AID 588855, 2011; HepG2 CAGA-GFP TGF-b/SMAD3 reporter, GFP fluorescence, 18 h; TGF-beta stimulated, 500 pg/mL final; 1.2% of 410,000 active; also: potency is read from the fitted curve at half-maximal effect; % is scaled to controls: 0 for no effect and ±100 for the full control effect; nearly all actives have a fitted effect of over 65% in size
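HEPG2 CAGA-GFP cells (1000/well, DMEM with 1% FBS) were pre-incubated 2 h at 37 degrees C, given compound by pin tool, then stimulated with TGF-beta at 500 pg/mL final for 18 h before per-cell GFP fluorescence imaging.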
ATXN viability: Viability Counterscreen for Primary qHTS for Inhibitors of ATXN expression. AID 651635, 2014. 0.49% of 400,000 active. S2 cells (HEK-293 line with an ATXN2-luciferase reporter) viability, CellTiter-Fluor protease fluorescence, 24 h. Potency, µM (doses to about 56.7 µM), hits mostly cytotoxic; also: potency is read from the fitted curve at half-maximal effect; nearly all actives have a fitted effect of over 40% in size
Nrf2 ARE act: qHTS of Nrf2 Activators; AID 624171, 2012; 0.31% of 410,000 active; AREc32 ARE-luciferase reporter (MCF7-derived line), luminescence, 24 h; Potency, µM (top dose mostly 46.1 µM), inactives show top-dose activation, most hits filed as activators; also: potency is read from the fitted curve at half-maximal effect; % of control where 0% means no effect; nearly all actives have a fitted effect of over 65% in size
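AREc32_Fluc, 1000 cells/well, OPTI-MEM + 5% FBS, o/n 37 deg C 5% CO2; 23 nL cpd by pin tool, 24 hr; Steady-Glo 30 min RT, luminescence.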
A549 tox: Nrf2 qHTS screen for inhibitors: counterscreen for cytotoxicity | A549 ARE-Fluc cells, CellTiter-Fluor viability, 18-24 h | Potency, µM (highest dose often 46 µM), inactives show at the top dose activity change, negative = cytotoxicity, hits mostly inhibitors | 0.16% of 390,000 active | AID 504648, 2011; also: potency is read from the fitted curve at half-maximal effect; % is scaled to controls: 0 for no effect and ±100 for the full control effect
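A549 ARE-Fluc cells in 5% FBS OPTI-MEM, 5000 cells/well, rested 2 h then exposed to compounds in concentration-response for 18-24 h at 37 °C. Viability by CellTiter-Fluor fluorescence (Ex 405/Em 525) after 30 min; luciferase luminescence (BugLite, 15 min, RT) read afterwards.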
Numbers without * were called inactive; i = inactive; ? = inconclusive; . = not tested or not shown; & = joins results of further samples; [ ] = dose if it differs, or a comment. Unless noted, calls follow the shape of the dose curve; as a rule, active = well fitted curve in the direction sought with a large enough effect; inconclusive = small, poorly fitted or top-dose-only effect, or another doubt; inactive = no such curve, though single readings can be large; an effect the other way counts as inactive or inconclusive.

The opening three compounds, to show the layout:
SMILES	Nrf2 inh	IL-2 act	EPAC2 agonist	ATXN2 expr inh	HepG2 tox	TGFb SMAD3 inh	ATXN viability	Nrf2 ARE act	A549 tox
CCOC(=O)NN1C(=O)c2ccccc2NC1c1ccc(N(C)C)cc1 (stereo not drawn)	-5.0%	-1.7	2.8%	14.8%	-3.5%	?	i	-0.2%	5.1%
COc1ccc(NC(=O)C2(C)Cc3c(-c4ccc(C(N)=O)cc4)ccnc3O2)cc1OC (stereo not drawn)	.	-0.2	8.8%	9.3%	4.5%	3.7%	i	5.6%	.
COc1cccc(CC2(CO)CCCN(Cc3cn[nH]c3-c3ccc(F)cc3)C2)c1 (stereo not drawn)	0.3%	-1.3	14.0%	.	-1.1%	?	i	3.1%	0.7%

Results, previewed entries included:
SMILES	Nrf2 inh	IL-2 act	EPAC2 agonist	ATXN2 expr inh	HepG2 tox	TGFb SMAD3 inh	ATXN viability	Nrf2 ARE act	A549 tox
CCOC(=O)NN1C(=O)c2ccccc2NC1c1ccc(N(C)C)cc1 (stereo not drawn)	-5.0%	-1.7	2.8%	14.8%	-3.5%	?	i	-0.2%	5.1%
COc1ccc(NC(=O)C2(C)Cc3c(-c4ccc(C(N)=O)cc4)ccnc3O2)cc1OC (stereo not drawn)	.	-0.2	8.8%	9.3%	4.5%	3.7%	i	5.6%	.
COc1cccc(CC2(CO)CCCN(Cc3cn[nH]c3-c3ccc(F)cc3)C2)c1 (stereo not drawn)	0.3%	-1.3	14.0%	.	-1.1%	?	i	3.1%	0.7%
Cn1cccc1/C=N/n1c(-c2ccc(C(C)(C)C)cc2)n[nH]c1=S	.	0.0	-17.3%	2.4%	-42.3%	-24.2%	i	5.5%	-0.8%
Oc1ccc(-c2nccs2)cc1	4.9%	-0.4	27.8%	22.6%	14.8%	-2.9%	i	0.0%	1.3%
O=S(=O)(c1ccc(F)cc1)N1CCCN(c2nccc(C(F)(F)F)n2)CC1	-14.0%	-0.9	-2.5%	-20.1%	-25.2%	?	i	-0.7%	2.3%
O=C1C[C@@H]2c3c(cccc3CN1Cc1ccccc1)C[C@@H](O)[C@H]2O	16.2%	0.1	-4.0%	9.8%	-0.3%&20.8%	-0.7%&13.0%	i	0.0%	6.6%
O=S(=O)(CCNCc1ccco1)NC1CCCCC1	16.1%	0.4	-0.8%	2.2%	-0.6%	-6.2%	i	0.5%	6.5%
O=C(CSc1ccc2ccccc2n1)N/N=C/c1ccccc1O	?	-2.9	6.1%	?	-10.6%	-20.7%	i	23.5%	?
CCCCCc1c(-c2cccc(Cl)c2)ncn1CCc1ccccc1OC	.	-0.3	6.5%	-21.4%	.	.	i	0.1%	.
COc1ccc(OC)c(-c2cc(C(=O)NCc3cccs3)no2)c1	?	-1.8	16.7%	6.7%	0.0%	?	i	?	-6.7%
CC(=O)c1cccc(NC(=O)CCS(=O)(=O)c2cc(Br)cc3c2N(C(=O)C2CC2)CC3)c1	2.6%	.	.	-0.4%	-10.0%	18.3%	i	-0.7%	-2.7%
O=C(C1CCN(c2nnc(-n3cccc3)s2)CC1)N1CCN(c2cccc(C(F)(F)F)c2)CC1	?	2.3	-3.1%	-24.4%	-20.2%	?	i	0.2%	-7.8%
N#Cc1c(N2CCOCC2)nc(-c2ccco2)c2c1CCCC2	1.7%	0.0	7.9%	1.1%	-9.5%	-19.0%	i	11.7%	2.6%
Cc1ccc(S(=O)(=O)N2CCN(C(=O)COC(=O)COc3ccc(Cl)cc3)CC2)c(C)c1	-11.9%	0.4	-2.7%	-9.2%	-3.7%	0.2%	i	-0.3%	2.2%
CC1=C(C(=O)OCC2CCCCC2)C(c2c(F)cccc2Cl)CC(=O)N1 (stereo not drawn)	?	.	.	1.5%	1.7%	?	i	0.3%	1.8%
COc1ccc(-n2ncc(C(=O)NCc3ccccc3)c2C2CCN(C(=O)OC(C)(C)C)CC2)cc1	-10.6%	.	.	.	-32.7%	?	.	-0.1%	-2.0%
Cc1ccc(-c2nc(C)sc2CC(=O)OCC(=O)Nc2ccc(F)c(Cl)c2)cc1	3.5%	0.2	15.6%	6.7%	0.6%	1.1%	i	0.0%	1.5%
O=C(Cc1cc(=O)oc2cc(O)ccc12)NCC1CCC(C(=O)O)CC1 (stereo not drawn)	-17.9%	-0.6	2.8%	4.3%	-15.4%	-14.4%	.	-0.7%	?
COc1cccc(OCCCCn2c(-c3ccc(Cl)cc3)nc3ccccc3c2=O)c1	9.7%	.	.	5.9%	-22.8%	-9.4%	i	0.8%	?
Cc1nc(-c2ccc(S(=O)(=O)N3CCOCC3)cc2)cs1	1.1%	-1.4	4.3%	11.6%	-14.6%	-11.7%	i	-0.6%	-1.6%
O=C(NCCN1CCOCC1)c1cc(Br)ccc1Cl	-4.1%	-0.2	13.5%	3.1%	-5.5%	-11.9%	i	-0.4%	0.3%
CC(C)(C)c1ccc(CC(=O)N2CCC2(C)C(=O)NCc2ccc3c(c2)OCO3)cc1 (stereo not drawn)	.	-0.1	-0.9%	-17.1%	-20.6%	17.2%	i	1.8%	.
COc1ccc(OC)c(CNS(=O)(=O)c2ccc3[nH]c4c(c3c2)CCCCC4)c1	16.4µM*	.	.	?	-19.2%	?	?	-1.0%	-10.7%
COc1ccccc1CN(Cc1cc2cc(C)ccc2[nH]c1=O)Cc1nnnn1CC1CCCO1 (stereo not drawn)	-7.1%	2.0	-12.2%	-29.0%	-28.3%	-19.9%	i	2.9%	-10.1%
Cn1cccc1CNC(=S)Nc1cc(F)cc(F)c1	9.6%	-4.9	4.8%	-5.7%	-6.0%	-7.6%	i	-0.6%	-0.8%
COc1ccc(NC(=O)c2cc(-c3ccc(C)o3)nc3ccccc23)cc1	3.1%	-0.9	5.5%	-26.0%	1.6%	-7.1%	i	0.1%	1.0%
Cc1ccc(C(=O)c2ccccc2C(=O)OCC(=O)NC(C)(C)C)cc1	-6.0%	1.8	10.4%	-7.5%	-6.1%	-13.9%	i	0.2%	-0.3%
CCOC(=O)c1nn(-c2ccccc2C)c2nc(-c3ccc(C)cc3)c(C#N)c(=O)n12	-23.7%	0.9	3.6%	-5.8%	1.4%	-7.3%	i	0.1%	-20.5%
CC1(C)Cc2noc(N)c2C(C)(C)N1OC(=O)c1ccco1	0.5%	1.4	4.6%	-4.8%	-10.9%	19.2%	i	0.4%	-9.2%
O=C(COC(=O)COc1ccccc1)Nc1ccc(Cl)cn1	17.7%	0.8	6.1%	4.3%	-11.5%	-4.5%	i	0.6%	10.9%
Cc1cc(=O)nc2c3ccccc3n(CC(=O)NCCCN3CCOCC3)n12	?	-1.9	-0.1%	11.2%	5.4%	-19.5%	i	0.3%	5.1%
CCOc1ccccc1NC(=O)Cn1nnc(C(=O)NCc2cccs2)c1N	?	-1.7	4.8%	-13.7%	-7.9%&0.3%	?	i	-0.5%&-0.1%	-7.6%&-0.9%
O=C(CCc1nc2cccnc2n1Cc1ccccc1)NCc1cccc(Cl)c1	-21.0%	.	.	2.9%	-13.2%	?	i	-0.3%	2.3%
Cc1ccccc1Nc1nc(N)nc(COC(=O)c2cccc(S(=O)(=O)NCc3ccccc3)c2)n1	?	-1.6	11.2%	-7.2%	-13.3%	?	?	2.0%	-3.4%
N#Cc1ccccc1NC(=O)CC1CCCCC1	.	0.7	-6.1%	10.9%	-3.9%	20.6%	i	3.2%	-1.7%
Cc1cc(OC(C)C(=O)NCC(O)c2ccccc2)c2c(C)c(C)c(=O)oc2c1 (stereo not drawn)	-23.0%	-2.7	0.2%	-2.7%	-14.3%	3.7%	i	0.6%	1.4%
Cn1nc(C(C)(C)C)cc1NC(=O)C1(C)CCN1C(=O)Cc1ccc(-c2ccccc2)cc1 (stereo not drawn)	.	-0.8	9.0%	?	-32.4%	?	?	0.5%	.
CN1CCc2c(sc(NC(=O)c3ccc([N+](=O)[O-])o3)c2C(N)=O)C1	?	-1.1	-7.2%	?	-94.5%	1.78µM*	?	-2.0%	20.6µM*
COC(=O)c1ccc(NC(=O)C2CCN(S(C)(=O)=O)CC2)cc1	10.1%	-3.6	-2.6%	-4.0%	8.3%	-0.2%	i	2.5%	4.9%
CCN(CC)c1ccc(N)cc1	?	-0.7	8.9%	0.0%	-41.8%	?	.	-0.9%	-20.4%
O=C(c1csc2c1CCCC2)n1cccn1	6.3%	-2.4	1.0%	23.5%	-2.2%	1.2%	i	-0.6%	-9.2%
O=C(CCc1ccccc1)NCc1ccc2c(c1)OCO2	5.7%	-3.2	-1.3%	20.9%	2.1%	11.8%	i	-0.4%[9.22 µM]	5.4%
CC1SC(c2ccc(Cl)cc2)NC1=O (stereo not drawn)	-14.2%	-0.5	15.6%	-2.6%	13.7%	2.9%	i	-0.2%	-6.4%
O=c1c2ccccc2nc(/C=C/c2cccc3ccccc23)n1-c1ccc(F)cc1F	.	.	.	.	-13.9%	-30.7%	.	1.7%	-1.6%
Cc1nn(C)c(C)c1CCC(=O)NC1CC(C)(C)Cc2c1cnn2-c1ccccc1 (stereo not drawn)	1.4%	1.7	-0.9%	4.0%	-4.3%	4.1%	i	3.2%	1.5%
C[C@@H](NC(=O)OC(C)(C)C)c1nnc(S(=O)(=O)Cc2ccccc2)o1	?	-1.3	-2.2%	17.5%	-103.1%	14.1µM*	?	-3.4%	?
CCOC(=O)C1=C(C)NC2=C(C(=O)CC(C)(C)C2)C1c1ccc2c(c1)CCCN2C (stereo not drawn)	10.6%	-0.2	-18.2%	-11.2%	-2.3%	?	?	0.4%	-22.0%

Outcome played no part in choosing rows (roughly 4.3% active in at least one column).
